# Rab9 promoter act – qHTS Assay for Rab9 Promoter Activators | Huh7 Rab9 promoter-luciferase reporter, luminescence, 24 h | Potency, µM (highest dose often 9.22 µM), for inactives: at the top dose activation, negative = inhibition, hits mostly activators | 320,000 compounds, 2.8% hits | AID 485297, 2010; also: potency is read from the fitted curve at half-maximal effect; % of control where 0% means no effect; nearly all actives have a fitted effect of over 60% in size
#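 Luciferase signal after 10 min detection reagent at ambient indicates Rab9 promoter upregulation; stably transfected Huh7 cells were treated 24 h with compound in DMSO at 37 °C, 5% CO2.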
# uPA surface inh – qHTS for Inhibitors of Cell Surface uPA Generation; cell surface uPA generation assay, qHTS; 330,000 compounds, 0.31% hits; Potency, µM (series often up to 38.3 µM), without a hit: top-dose activity change, negative = inhibition, hits mostly inhibitors; active = well fitted inhibition curve with a large enough effect; inconclusive = small, poorly fitted or top-dose-only effect; inactive = no such curve, though single readings can be large or run the other way; tested in mouse RAW 264.7 cells; also: potency is read from the fitted curve at half-maximal effect; % is scaled to controls: 0 for no effect and ±100 for the full control effect; nearly all actives have a fitted effect of over 55% in size
# KCNH2 3.1 block – qHTS for Inhibitors of KCHN2 3.1: Mutant qHTS. U2OS KCNH2 3.1, thallium flux FluxOr; active compounds read low. Potassium voltage-gated channel subfamily H member 2, brain isoform KCNH2 3.1 (human). 340,000 compounds, 0.95% hits. activity change, % (tested at about 1.8 µM);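 active = maximum activity change below -70%; inconclusive = maximum activity change from -70% to -50%; inactive = maximum activity change above -50%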;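 also: thallium influx rate constant from kinetic fluorescence after stimulation buffer; % is scaled to controls: 0 for no effect and ±100 for the full control effect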
#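 U2OS cells transduced with KCNH2 3.1 mutant virus (1.77 x 10^8 /mL, 4 h), plated overnight at 37 C, loaded 45 min with FluxOr dye plus Red40 quencher. Thallium flux rate constant from kinetic reads after stimulation buffer, normalised to controls.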
# Giardia kill – Small Molecules that selectively kill Giardia lamblia: qHTS; Giardia lamblia trophozoite viability; activity change, % at 7.66 µM, hits read low; 340,000 compounds, 0.15% hits; AID 540267, 2011; in the data active = activity change below about -80%; inconclusive = between about -30% and that limit;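 also: parasites exposed to compound for two days anaerobically before the ATP read; % is scaled to controls: 0 for no effect and ±100 for the full control effect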
#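 Giardia lamblia trophozoites (100 cells/well) were incubated with compounds for 48 h at 37 deg C under anaerobic conditions. Viability was read as ATP content by one-step luminescence after 15-30 min at room temperature.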
# Tb PFK block – qHTS Assay to Find Inhibitors of T. brucei phosphofructokinase; 330,000 compounds, 0.17% hits; ATP-dependent 6-phosphofructokinase (Trypanosoma brucei brucei), O15648; Potency, µM (top dose mostly 57.5 µM), for the others: at the highest dose activity, negative = inhibition, hits mostly inhibitors; T. brucei PFK, ADP-Glo luminescence;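 also: potency is read from the fitted curve at half-maximal effect; 0% = uninhibited 1x PFK enzyme wells and -100% = no-enzyme wells; nearly all actives have a fitted effect of over 60% in size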
# Target sequence (O15648 whole entry, looked up): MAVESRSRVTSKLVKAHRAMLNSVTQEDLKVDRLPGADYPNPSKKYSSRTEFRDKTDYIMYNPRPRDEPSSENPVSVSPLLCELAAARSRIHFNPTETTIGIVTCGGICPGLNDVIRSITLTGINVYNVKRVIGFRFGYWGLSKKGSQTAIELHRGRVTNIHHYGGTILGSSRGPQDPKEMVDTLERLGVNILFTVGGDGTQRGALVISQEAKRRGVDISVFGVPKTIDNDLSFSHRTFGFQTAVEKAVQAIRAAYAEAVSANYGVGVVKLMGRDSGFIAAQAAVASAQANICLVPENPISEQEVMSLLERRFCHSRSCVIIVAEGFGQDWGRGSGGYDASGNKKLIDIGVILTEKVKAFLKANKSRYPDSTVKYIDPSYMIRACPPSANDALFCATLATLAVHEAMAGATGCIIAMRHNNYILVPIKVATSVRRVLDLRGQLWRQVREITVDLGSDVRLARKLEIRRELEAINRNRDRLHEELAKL
#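 Luminescent ADP detection (ADP-Glo, two-step: ATP depletion then ADP-to-ATP conversion for luciferase) reported PFK activity after 45 min room-temperature reaction of 1.25 nM enzyme with 0.5 mM F6P and 0.1 mM ATP at pH 8.0.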
# FLuc modulator – qHTS profiling assay for firefly luciferase inhibitor/activator using purifed enzyme and Km concentrations of substrates (counterscreen for miR-21 project). AID 588342, 2011. Potency, µM (doses to about 57.5 µM), without a hit: top-dose activity change, negative = inhibition, usual class: inhibitors. Luciferin 4-monooxygenase (Photinus pyralis), P08659. 360,000 compounds, 6.9% hits. purified FLuc, Km substrates, luminescence inhibition;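 also: potency is read from the fitted curve at half-maximal effect; plate controls were vehicle for no effect and reference inhibitor for full effect; nearly all actives have a fitted effect of over 55% in size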
# Target sequence (P08659 whole entry, looked up): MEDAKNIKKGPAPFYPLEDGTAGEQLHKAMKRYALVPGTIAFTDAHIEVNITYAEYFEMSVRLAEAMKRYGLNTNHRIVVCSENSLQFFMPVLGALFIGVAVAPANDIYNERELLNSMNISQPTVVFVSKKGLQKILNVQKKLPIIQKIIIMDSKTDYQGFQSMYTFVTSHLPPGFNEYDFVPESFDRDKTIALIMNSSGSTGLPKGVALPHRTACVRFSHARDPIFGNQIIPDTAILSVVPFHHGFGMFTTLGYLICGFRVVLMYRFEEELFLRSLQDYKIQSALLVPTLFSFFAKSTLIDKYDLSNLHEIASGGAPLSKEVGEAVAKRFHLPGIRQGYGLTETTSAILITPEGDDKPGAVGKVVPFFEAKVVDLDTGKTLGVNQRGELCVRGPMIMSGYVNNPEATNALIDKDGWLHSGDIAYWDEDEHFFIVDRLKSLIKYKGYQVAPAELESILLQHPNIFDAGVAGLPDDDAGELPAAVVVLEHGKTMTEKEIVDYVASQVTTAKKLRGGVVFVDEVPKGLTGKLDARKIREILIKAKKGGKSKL
#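 Purified P. pyralis luciferase (10nM final) with 10uM D-luciferin and 10uM ATP (Km levels) in 50mM Tris acetate pH 7.5, 10mM Mg acetate, 0.01% Tween-20, 0.05% BSA; qHTS 6-point titration, ~60 µM downward; luminescence read.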
# Gal4-VP16 FLuc – VP16 counterscreen qHTS for inhibitors of ROR gamma transcriptional activity | Drosophila S2 Gal4-VP16 UAS-luciferase, luminescence, 20 h | Potency, µM (series often up to 53.6 µM), inactives show at the highest dose activity, negative = inhibition, actives largely listed as inhibitors | 310,000 compounds, 3.5% hits;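 also: Gal4-VP16 expression switched on by copper sulfate through the metallothionein promoter; potency is read from the fitted curve at half-maximal effect; % is scaled to controls: 0 for no effect and ±100 for the full control effect; nearly all actives have a fitted effect of over 50% in size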
# FBPA coupling cs – qHTS Assay for Inhibitors of Fructose-1,6-bisphosphate Aldolase from Giardia Lamblia: Coupling assay counterscreen. activity change, negative = inhibition, % at 58.2 µM, hits read low. AID 2472, 2010. 290,000 compounds, 0.67% hits. coupling enzyme system counterscreen, AmpLite Red fluorescence; in the data active = activity change below about -30%; also: % is scaled to controls: 0 for no effect and ±100 for the full control effect
#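 Compounds tested against the coupling enzymes alone at 57.5 uM final; readout was AmpLite Red fluorescence (525/598 nm) after 20 min at RT.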
# RORgamma inh – qHTS for inhibitors of ROR gamma transcriptional activity. Nuclear receptor ROR-gamma (Mus musculus), P51450. Drosophila S2 Gal4-RORgamma UAS-luciferase reporter, 20 h. Potency, µM (doses to about 53.6 µM), for the others: at the highest dose activity change, negative = inhibition, most hits filed as inhibitors. 310,000 compounds, 5.4% hits; also: potency is read from the fitted curve at half-maximal effect; % is scaled to controls: 0 for no effect and ±100 for the full control effect; nearly all actives have a fitted effect of over 60% in size
#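 Luciferase reporter read in Schneider cells carrying Gal4-RORγ (mouse) and UAS-Photinus luciferase; cells given compound 1 h before 700 uM copper sulfate induction, then incubated 20 h at ambient temperature.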
# ELG1 genotoxic – qHTS screen for small molecules that induce genotoxicity in human embryonic kidney (HEK293T) cells expressing luciferase-tagged ELG1; 330,000 compounds, 1.3% hits; HEK293T ELG1-luciferase reporter, luminescence, 16 h; AID 504466, 2011; Potency, µM (titrated, usually from 46 µM), for the others: top-dose activity change, positive = activation, actives largely listed as activators; also: potency is read from the fitted curve at half-maximal effect; % of control where 0% means no effect; nearly all actives have a fitted effect of over 60% in size
#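 Genotoxicity was scored as increased ELG1-luciferase reporter signal, measured by ONE-Glo luminescence (30 min, room temperature). Compound or vehicle exposure of the HEK293T reporter cells lasted 16 hr at 37°C.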
# NPC1 promoter act – qHTS Assay for NPC1 Promoter Activators | Huh7 NPC1 promoter luciferase reporter, 24 h | Potency, µM (titrated, usually from 9.22 µM), without a hit: at the highest dose activation, hits mostly activators | 320,000 compounds, 2.4% hits | AID 485313, 2010;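 also: potency is read from the fitted curve at half-maximal effect; % of control where 0% means no effect; nearly all actives have a fitted effect of over 60% in size; reporter is driven by a mutant NPC1 promoter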
#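 Huh7 cells stably carrying NPC1 promoter–luciferase, plated in Opti-MEM with 10% FBS for 2 h, were exposed to compound in DMSO for 24 h at 37 °C; luciferase reagent was added for 10 min and luminescence read.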
# Starred values were filed as active, the others as inactive; ? = inconclusive; . = not tested or not shown; [ ] = another dose, or the depositor's remark. Unless noted, calls follow the shape of the dose curve; as a rule, active = well fitted curve in the direction sought with a large enough effect; inconclusive = small, poorly fitted or top-dose-only effect, or another doubt; inactive = no such curve, though single readings can be large; an effect the other way counts as inactive or inconclusive.
SMILES,Rab9 promoter act,uPA surface inh,KCNH2 3.1 block,Giardia kill,Tb PFK block,FLuc modulator,Gal4-VP16 FLuc,FBPA coupling cs,RORgamma inh,ELG1 genotoxic,NPC1 promoter act
CCCCC(c1nnnn1CCOC)N1CCN(c2cccc(OC)c2)CC1 (stereo not given),-3%,1%,5,19,2%,2%,-5%,-1,10%,1%,-1%
NC(=O)NC(=O)COC(=O)c1ccccc1Oc1ccccc1,8%,4%,-4,3,2%,2%,-6%,0,-20%,7%,3%
CCn1c(SCC(=O)NCc2cccs2)nc2c1c(=O)n(C)c(=O)n2C,-1%,0%,13,6,1%,3%,11%,1,-2%,2%,0%
CCCCOP(=O)(c1ccc(N(C)C)cc1)C(O)c1cccnc1 (stereo not given),0%,3%,.,4,2%,4%,-8%,0,21%,1%,0%
CSc1ccc(C2C(C#N)=C(N)Oc3cc4c(cc32)OCO4)cc1 (stereo not given),.,?,-7,20,.,6%,5%,1,-16%,.,.
CC(Nc1cccc([N+](=O)[O-])c1)C(=O)Nc1ccc(S(=O)(=O)N2CCCC2)cc1 (stereo not given),1%,-19%,-3,-2,?,-2%,.,.,.,-1%,-3%
Cc1ccc(NC(=O)C2CCN(C(=O)c3ccco3)CC2)cc1C,1%,3%,5,-14,2%,-3%,0%,0,3%,2%,-2%
C[C@H]1CN=C(N(C)C)N1CCc1ccccc1,3%,2%,3,5,-9%,5%,.,.,.,2%,2%
COc1ccc(C2=NN(C(=O)CN3CCCCC3)C(c3ccc(C)cc3)C2)cc1 (stereo not given),-3%,-6%,-3,-16,3%,-2%,1%,0,11%,-7%,-8%
CC(C)(C)c1cccc(C2(O)C(=O)c3ccccc3C2=O)c1O,-2%,-3%,4,9,-1%,0%,13µM*,0,-27%,-7%,-1%
Cc1nc(-c2ccc(Cl)cc2)sc1C1(C)CC(c2ccccc2F)=NO1 (stereo not given),14%,-1%,5,-1,-1%,19µM*,22%,-1,-6%,?,18%
O=S(=O)(Nc1nc2ccc(S(=O)(=O)N3CCCCC3)cc2s1)c1ccccc1,-7%,.,5,-13,2%,-2%,-1%,24,0%,-1%,0%
Cc1cccc2sc(NC(=O)CSc3cn[nH]n3)nc12,1%,-11%,-9,-10,19%,-15%,8%,8,6%,0%,-3%
COc1ccc(-c2csc(NC(=O)CSc3nnnn3C)n2)c(OC)c1,8%,-1%,10,59[activator],-13%,-4%,.,.,.,?,3%
Cc1nc2sc(C(c3ccco3)N3CCOCC3)c(O)n2n1 (stereo not given),-4%,6%,11,-2,1%,2%,-7%,-1,-2%,1%,-4%
O=c1cc(CN2CCN(c3cccc(Cl)c3)CC2)c2cc(O)c(-c3ccccc3)cc2o1,-2%,1%,-3,2,-8%,-1%,-1%,0,?,-1%,5%
O=C(CC1S/C(=N/N=C2CCCCCC2)NC1=O)Nc1ccccc1F (stereo not given),-4%,5%,-17,26,1%,1%,.,0,.,-3%,-1%
N#Cc1ccc(C(=O)N(Cc2ccco2)c2c(N)n(Cc3ccccc3)c(=O)[nH]c2=O)cc1,1%,11%,7,9,1%,-3%,.,.,.,1%,-3%
COC(=O)c1cc(OC)c(OC)cc1NC(=O)Nc1cccc(C(C)=O)c1,2%,3%,-5,21,1%,-11%,3%,1,-9%,0%,-2%
COc1cc(/C=N/NC(=O)C(C)Nc2n[nH]c(=O)[nH]c2=O)cc(OC)c1O (stereo not given),-1%,1%,-5,-2,-12%,1%,-1%,3,-3%,1%,-2%
CCc1ccc(S(=O)(=O)Nc2ccc(N3CCN(C)CC3)cc2)cc1,-2%,1%,-7,27,0%,-2%,-3%,2,8%,-2%,1%
CCCOc1ccc(C(=O)N/N=C/c2ccc(-c3ccc(S(=O)(=O)Nc4ncccn4)cc3)o2)cc1,0%,-8%,13,8,1%,?,-1%,4,10%,-1%,-1%
O=C1CCC(CCC(=O)N2CCCC(C(=O)c3ccc4c5c(cccc35)CC4)C2)=NN1 (stereo not given),-2%,7%,-2,10,1%,-4%,8%,-1,5%,-1%,-3%
CCOC(=O)c1ccc(NC(=O)CSc2nc(C)cc(=O)[nH]2)cc1,-5%,0%,0,-2,-21%,-15%,-1%,5,1%,2%,-2%
Cc1ccc(C)c(N2CC(C(=O)O)CC2=O)c1 (stereo not given),-5%,4%,-8,3,-3%,2%,-3%,0,-10%,2%,-4%
O=C(O)C(Cc1ccccc1)NC(=O)C(c1ccccc1)c1ccccc1 (stereo not given),0%,-2%,-4,18,0%,3%,-1%,8,-20%,0%,-1%
O=C(Nc1ccc(F)cc1)C1CCCCC1,18%,0%,.,-8,-1%,-4%,-11%,-12,10%,2%,3%
Cn1cc(C(=O)c2cccc(Cl)c2Cl)cc1C#N,1%,-2%,-2,22,-2%,-2%,1%,1,2%,-7%,0%
Cc1ccc(S(=O)(=O)N(C)CC(=O)N2CCN(C(=O)c3ccco3)CC2)cc1,-10%,0%,2,18,3%,6%,0%,0,2%,-2%,-3%
O=C(Nc1ccccc1C(=O)O)c1cccc(N2C(=O)c3ccccc3C2=O)c1,0%,2%,5,1,10%,?,1%,5,1%,-7%,2%
O=C(Nc1ccc2c(c1)COC2=O)c1ccc(Cl)c(Cl)c1,23%,0%,-9,-19,3%,?,19%,.,-4%,?,?
COc1ccc(Cc2nc(-c3ccncc3)no2)cc1,-14%,15%,3,7,-7%,?,5%,4,22%,8%,2%
Cc1ccc(S(=O)(=O)Nc2ccccc2C(=O)N2CCCCC2C)c(C)c1NS(C)(=O)=O (stereo not given),-8%,1%,-5,-6,1%,0%,1%,0,11%,-1%,-1%
CC1SC(C)C(=O)N(CC(=O)NCc2ccc(F)cc2)C1=O (stereo not given),-3%,8%,-5,1,-4%,-1%,0%,2,?,3%,-1%
COc1ccc(S(=O)(=O)n2nc(C)c(S(=O)(=O)N3CCOCC3)c2C)cc1,6%,10%,10,-21,1%,4%,8%,0,-15%,3%,0%
COc1ccc(Cc2nnc(NC(=O)c3ccc(OC)c(OC)c3)s2)cc1OC,-2%,0%,2,4,-7%,-2%,0%[10 µM],4,?,-8%,0%
C/C(=N\NC(=O)c1ccc(NS(=O)(=O)c2cccs2)cc1)c1ccc(O)cc1O,-3%,-3%,4,-3,21%,?,-9%,6,-39%,-1%,-3%
COc1ccc(C2CC(c3ccc4ccccc4c3)=NN2C(=O)CNC2CCCCC2)cc1 (stereo not given),15%,?,-5,?,-2%,?,-2%,0,-39%,-3%,-2%
COc1ccc(NC(=O)Cc2nnc(SCC(=O)c3ccccc3)n2C)cc1,-3%,8%,13,1,-3%,-19%,4%,1,7%,0%,1%
Cc1ccc(C)c(OCC(=O)Nc2ccc(S(=O)(=O)Nc3onc(C)c3C)cc2)c1,0%,6%,-12,18,9%,2%,1%,11,12%,1%,-3%
Cn1c(N2CCC(C(N)=O)CC2)nc2c1c(=O)n(Cc1cccc(Br)c1)c(=O)n2C,1%,1%,8,-1,1%,12%,-7%,-1,12%,-1%,-1%
Cc1ccc(CNC(=O)CCS(=O)(=O)c2ccc(Br)cc2)cc1,-5%,-3%,.,-6,?,1%,-1%,5,9%,-13%,-24%
COc1cc(CC(=O)OCC(=O)c2ccc[nH]2)cc(OC)c1OC,.,-3%,5,0,-2%,.,.,.,.,0%,.
COc1ccc(-c2nc3n(c(=O)c2C#N)CCS3)cc1,4%,3%,4,4,2%,-2%,0%,2,15%,-3%,5%
CCc1nnc2c(N(C)C)nc3ccccc3n12,-1%,-17%,-2,18,1%,0%,-5%,3,0%,-1%,2%
Cc1ccccc1CC(=O)NC1CCCc2ccccc21 (stereo not given),10%,2%,20,0,-7%,-7%,-14%,-4,-15%,-1%,-3%
Cc1sc(NC(=O)c2ccccc2)c(C(c2ccccn2)N2CCN(CCO)CC2)c1C (stereo not given),0%,-3%,-7,-9,0%,14%,-25%,1,-35%,-1%,-5%
COc1ccc(C(=O)Nc2ccc3ccccc3n2)c(OC)c1OC,?,2.8µM*,-1,?,-4%,0.21µM*,10µM*,-1,8.9µM*,0.33µM*,?
